# GC-B act: GC-B (human) receptor activation; AID 1920062; 370,000 tested, 0.11% active; activation, % at 10 µM; HEK293-GC-B cells, CNP EC30, cGMP TR-FRET; 0% at EC30 CNP, 100% saturating CNP;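 active means activation at 10 µM reaching about 35% in either raw or pattern-adjusted values, limit read from the data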
# TDP2 absorb: blocks human TDP2 phosphodiesterase activity. 370,000 tested, 0.34% active. inhibition, % at 12.8 µM. O95551. recombinant TDP2, T5PNP hydrolysis, p-nitrophenol absorbance 415 nm. AID 720702;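 active means inhibition above the mean of all tested compounds plus 3 SD, set per campaign, cut at about 25% in these data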;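 further: 0% = DMSO with enzyme and 100% = buffer with substrate but no TDP2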
# Target sequence (O95551 whole entry, looked up): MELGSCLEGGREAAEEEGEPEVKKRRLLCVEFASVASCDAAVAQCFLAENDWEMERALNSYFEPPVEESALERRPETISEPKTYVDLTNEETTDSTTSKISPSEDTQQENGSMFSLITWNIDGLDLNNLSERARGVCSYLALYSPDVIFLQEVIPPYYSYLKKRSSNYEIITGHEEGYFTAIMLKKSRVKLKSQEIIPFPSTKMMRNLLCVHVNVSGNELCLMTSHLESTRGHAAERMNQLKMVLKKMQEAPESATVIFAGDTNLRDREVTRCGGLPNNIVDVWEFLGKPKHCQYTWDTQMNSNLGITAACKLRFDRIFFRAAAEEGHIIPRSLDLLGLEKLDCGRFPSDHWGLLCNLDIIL
#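 Evaluation: % inhibition relative to enzyme-containing and enzyme-free wells. Material: recombinant human TDP2. Benchmarks: enzyme-free and DMSO wells. Timing: enzyme reaction with compound for 2 h at 37 °C. Compound dosing: 12.8 µM only. Measured by: p-Nitrophenol epi absorbance. Reagent: T5PNP substrate at 5 mM, a TopII-DNA adduct mimic. Replication: single well per compound.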
# SIAE inh: human SIAE inhibition, primary screen | SIAE FP-Rh probe binding, fluorescence polarization | inhibition, % at 9.66 µM | 370,000 tested, 0.69% active;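 active means inhibition above a cutoff: mean of compounds within the control limits plus 3 SD of those, cut at about 17% in these data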;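 further: 0% = plate median of compound wells and 100% = probe without SIAE protein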
# MBD2 DNA inh: blocks human MBD2 binding to methylated DNA | inhibition, % at 4.4 µM | Q9UBB5 | 370,000 tested, 0.31% active | TR-FRET, MBD2 binding to methylated oligonucleotide; in the data active means inhibition above about 13%
# HTRA1 inhibitor: blocks human HTRA1 serine peptidase; recombinant HTRA1, FP-rhodamine activity-based probe, fluorescence polarization; 340,000 tested, 0.5% active; inhibition, % at 5.96 µM; in the data active means inhibition above about 36%;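 further: 0% = enzyme with DMSO and 100% = wells lacking enzyme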
# PRMT1 inh: blocks human protein arginine methyltransferase 1; recombinant PRMT1, activity-based probe fluorescence polarization; Q99873; inhibition, % at 2.79 µM; 370,000 tested, 1.3% active;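 active means inhibition above about 21% made by adding two undisclosed values, limit read from the data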
# Target sequence (Q99873 whole entry, looked up): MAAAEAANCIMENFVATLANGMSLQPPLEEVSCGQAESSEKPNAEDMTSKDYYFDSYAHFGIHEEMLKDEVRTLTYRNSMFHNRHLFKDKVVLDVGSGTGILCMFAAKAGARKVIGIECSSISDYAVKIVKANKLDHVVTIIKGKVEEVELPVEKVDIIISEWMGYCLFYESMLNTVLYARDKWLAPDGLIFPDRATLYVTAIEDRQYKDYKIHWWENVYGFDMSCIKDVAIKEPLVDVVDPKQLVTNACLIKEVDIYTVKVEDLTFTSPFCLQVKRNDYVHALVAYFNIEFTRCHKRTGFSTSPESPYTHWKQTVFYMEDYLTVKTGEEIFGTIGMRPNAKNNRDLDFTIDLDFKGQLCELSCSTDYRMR
# ABHD4 inh: inhibits mouse alpha/beta hydrolase domain 4; inhibition, % at 8.92 µM; 370,000 tested, 0.54% active; Q8VD66; purified mABHD4, FP-Rh probe fluorescence polarization;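 active means inhibition exceeding the mean over every tested compound plus 3 SD, cut at about 30% in these data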;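 further: 0% = plate median of compound wells and 100% = S159A mutant with DMSO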
# Target sequence (Q8VD66 whole entry, looked up, the tested form may be a part): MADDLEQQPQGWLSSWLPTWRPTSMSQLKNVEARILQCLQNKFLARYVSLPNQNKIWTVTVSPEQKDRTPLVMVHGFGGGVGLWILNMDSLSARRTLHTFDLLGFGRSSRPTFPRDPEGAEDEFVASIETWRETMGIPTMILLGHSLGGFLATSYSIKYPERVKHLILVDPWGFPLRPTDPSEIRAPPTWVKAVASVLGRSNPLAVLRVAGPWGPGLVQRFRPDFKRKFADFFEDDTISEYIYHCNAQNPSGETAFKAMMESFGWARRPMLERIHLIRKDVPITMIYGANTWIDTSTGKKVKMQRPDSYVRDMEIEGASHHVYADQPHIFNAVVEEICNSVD
#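 Assay system: wild-type mouse ABHD4 protein; compound: single nominal dose of 8.92 µM, 0.89% DMSO final; schedule: 45 min + 60 min at 25 °C; measured by: FP readout, ex 525 nm / em 598 nm; evaluation: % inhibition of FP-Rh probe binding versus controls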
# TCR-CD3 inh: inhibitors of human TCR-CD3 interaction. TAMRA-labeled TCR probe fluorescence, biochemical. inhibition, % at 9.4 µM. 360,000 tested, 0.37% active; in the data active means inhibition above about 19%;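 further: recombinant mutant TCR 2C K166C tagged with TAMRA read by polarization; 0% = receptor in buffer alone and 100% = receptor with positive control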
# rCAG RNA binder: binds r(CAG) RNA repeats; 370,000 tested, 1.3% active; inhibition, % at 3 µM; AID 651821; r(CAG) RNA repeat, TO-PRO-1 dye displacement fluorescence;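 active means inhibition above the plate cutoff, the mean of all test compounds on that plate plus 3 SD, cut at about 35% in these data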;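 further: 0% = DMSO alone and 100% = 100 µM mitoxantrone as full dye displacement; higher means more dye released from RNA so lower well fluorescence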
# LEDGF integ inh: blocks HIV-1 LEDGF/p75-dependent DNA integration; TR-FRET IN-LEDGF/p75 DNA integration, Eu/Cy5; inhibition, % at 3.7 µM; 370,000 tested, 0.64% active; AID 743269;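 active means inhibition above the screen-wide mean plus 3 SD, cut at about 13% in these data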;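 further: signal is the Cy5 over europium emission ratio at 671 and 618 nm; 0% = plate median of compound wells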
# * marks the source's active call; other numbers are inactive results; . = not tested or not shown. These rows are one share of the data, so the mix of outcomes need not match the whole.
# Start of the data: the first three compounds (preview)
SMILES,GC-B act,TDP2 absorb,SIAE inh,MBD2 DNA inh,HTRA1 inhibitor,PRMT1 inh,ABHD4 inh,TCR-CD3 inh,rCAG RNA binder,LEDGF integ inh
CCOC(=O)c1ccc(NC(=O)c2ccccc2N(C)S(=O)(=O)c2ccccc2)cc1,0,2,-11,8,-30,0,-5,2,-4,1
O=C1OCCN1N=Cc1ccco1,1,-1,1,1,1,4,4,5,0,4
O=C(c1ccccc1C(=O)N1CCN(c2ccccc2F)CC1)N1CCN(c2ccccc2F)CC1,6,-3,0,0,-3,3,-1,6,-7,1

# Results (from the top)
SMILES,GC-B act,TDP2 absorb,SIAE inh,MBD2 DNA inh,HTRA1 inhibitor,PRMT1 inh,ABHD4 inh,TCR-CD3 inh,rCAG RNA binder,LEDGF integ inh
CCOC(=O)c1ccc(NC(=O)c2ccccc2N(C)S(=O)(=O)c2ccccc2)cc1,0,2,-11,8,-30,0,-5,2,-4,1
O=C1OCCN1N=Cc1ccco1,1,-1,1,1,1,4,4,5,0,4
O=C(c1ccccc1C(=O)N1CCN(c2ccccc2F)CC1)N1CCN(c2ccccc2F)CC1,6,-3,0,0,-3,3,-1,6,-7,1
CCOC(=O)[C@]12CCC=C1N(Cc1ccccc1)C(=O)[C@H](CC(=O)NCCc1ccccc1OC)C2,5,-7,-1,-2,.,-3,-9,-6,2,1
COC(=O)c1sc(NC(=O)C2c3ccccc3Oc3ccccc32)c(C(=O)OC)c1C,2,-1,-26,1,-20,3,-14,4,4,-3
CCOc1ccc(C(=O)CN2CCN(S(=O)(=O)c3ccc(Cl)cc3)CC2)cc1,-5,-13,9,-5,-5,0,-8,-8,4,0
COc1ccc(OCC(=O)NS(=O)(=O)c2ccccc2)cc1,0,29*,2,-6,-3,2,2,0,2,0
CCCOc1ccc(/C=C/C(=O)O)cc1OC,3,6,-6,-1,-5,-1,3,-7,0,-1
COc1ccc(C(N)c2csc(NC(=O)Nc3ccccc3C(C)(C)C)n2)cc1 (stereo not given),2,-6,-20,-1,.,-5,-19,-5,20,5
OCc1ccccc1CN1CCCCCC1,-2,4,4,1,6,-3,0,-4,-1,3
CN(/N=C/c1ccc(Cl)cc1)c1ncc(Cl)cc1C(F)(F)F,0,7,0,1,1,4,-6,6,-1,-3
Cn1c(-c2ccc(F)cc2)cnc1NCc1ccccc1F,0,3,8,-4,-6,0,10,2,5,0
N#CC1=C(N)C(C#N)(C#N)[C@H](c2ccsc2)[C@H]2COCC=C12,5,7,4,-5,2,9,10,2,4,0
CCC[C@H]1CN(c2ccccc2)C(=O)[C@@H]1CC(=O)Nc1ccc(OC)cc1,-2,-7,-1,-1,-9,4,-4,-3,0,-3
CCOc1ccccc1OCCCC(=O)Nc1sccc1C(N)=O,1,4,9,2,-5,-1,-3,7,5,-1
Cc1ccc(CC2CC(=O)N(CCc3ccc4c(c3)OCO4)C2=O)cc1 (stereo not given),-6,-3,1,-6,1,-2,2,9,-7,-1
CN(C)C(=O)CCc1ccc2c3c([nH]c2c1)[C@]1(C)[C@@H](C(=O)N2CCCCC2)C[C@H](CC(=O)NCCC2=CCCCC2)C(=O)N1CC3,2,1,0,-1,2,2,4,-3,2,-6
CCNc1ccc(C(=O)OCC(=O)NC(=O)NCC(C)C)cc1[N+](=O)[O-],0,17,-3,5,12,1,-4,5,0,1
CCC(CO)Oc1cc(NCc2ccccc2O)c2ncn(C(C)C)c2c1 (stereo not given),1,1,3,-7,4,0,-1,8,3,-2
CCCCNS(=O)(=O)c1ccc2nc(SCC(=O)Nc3cccc(F)c3)[nH]c2c1,-2,-1,-14,-2,-50,1,-27,7,7,2
COC(=O)[C@@H]1CCCN1Cc1nc(Cc2ccccc2F)no1,-5,-2,2,3,3,-2,-1,2,-1,2
COC(=O)c1c(C(=O)OC)c(-c2ccc(F)cc2)n2c1CSC2,4,-4,-7,-3,-7,0,-4,-7,6,-1
CCN(CC)CCN(CC(=O)Nc1c(C)cc(C)cc1C)C(=O)c1ccccc1,-1,-11,1,-7,-6,-4,-1,-4,-3,8
O=C(CN1C(=O)NC2(CCCC2)C1=O)N1CCCSC1=Nc1ccccc1,6,-4,23*,-2,3,-3,4,-5,-4,0
O=Cc1cn(CC(=O)Nc2ccccc2)c2ccccc12,-3,-12,-2,2,-3,2,4,0,6,-2
COc1ccc(NC(=O)C2(c3ccc(NC(=O)c4ccc(OC)cc4)cc3)CCCC2)cc1,4,-2,-2,4,-8,0,11,1,-1,-3
CC1Cc2ccccc2N1C(=S)NC1CCCC1 (stereo not given),8,5,9,3,8,-1,6,-5,-5,-4
COc1cccc(NC(=O)CN(C)C(=O)c2cccc(NS(=O)(=O)c3ccc(Br)cc3)c2)c1,2,-8,4,3,-13,1,-8,-6,29,-8
Cc1cc(NC(=O)C(C)SCC(=O)Nc2ccccc2N2CCCC2)no1 (stereo not given),-1,14,8,-1,2,-4,6,1,-3,-1
Cn1c(=O)c(N=O)c(N)n(Cc2ccccc2)c1=S,5,7,3,-2,7,0,12,4,9,-3
CCOc1ccc(OCCC(=O)NNC(=O)c2cc(OC)c(OC)c(OC)c2)cc1,-3,-1,8,3,4,1,-1,-5,-4,-1
CC(C)c1ccc(C(=O)N2CCOCC2c2cc(C(=O)Nc3ccccc3)no2)cc1 (stereo not given),-3,2,3,6,.,4,-1,-6,2,0
CCOC(=O)c1ccc(NC(=O)c2c(NCc3ccccc3)[nH]c(=O)[nH]c2=O)cc1,0,1,-4,-3,.,-1,-6,1,2,2
CN(C(=O)c1cccc(NC(=O)Cc2ccc(NC(=O)C3CCCN(C(=O)C4CCCC4)C3)cc2)c1)C1CC1 (stereo not given),-1,5,3,-1,-2,1,-3,4,2,0
COc1cc(NC(=S)Nc2cccnc2)cc(OC)c1,0,0,7,2,3,-1,7,3,9,-1
COc1ccc(S(=O)(=O)N2CCOCC2)cc1NC(=O)Cn1nnc2ccccc2c1=O,2,10,-9,-2,0,1,4,-1,7,-1
O=C(NCCc1ccccc1)C(=O)N/N=C/c1ccc2c(c1)OCO2,1,-6,-1,-6,2,1,0,3,-2,-2
O=c1[nH]c2cc3c(cc2cc1CN(Cc1ccccc1)Cc1nnnn1Cc1ccco1)OCCO3,7,-5,1,-1,-2,52*,-8,3,11,16*
NC(=O)CC(NC(=O)c1cccc(Br)c1)c1ccc(N2CCC(Br)CC2)c([N+](=O)[O-])c1 (stereo not given),-4,2,-4,1,-13,-1,-6,4,4,1
CC1(C)CC(NC(=O)c2sc3cc(Cl)ccc3c2Cl)CC(C)(C)N1,1,-1,4,-2,-1,-1,3,2,12,0

# Some entries already given, showing only GC-B act.
mol	GC-B act
CN(C(=O)c1cccc(NC(=O)Cc2ccc(NC(=O)C3CCCN(C(=O)C4CCCC4)C3)cc2)c1)C1CC1 (stereo not given)	-1
CCOC(=O)c1ccc(NC(=O)c2c(NCc3ccccc3)[nH]c(=O)[nH]c2=O)cc1	0
COc1cc(NC(=S)Nc2cccnc2)cc(OC)c1	0
NC(=O)CC(NC(=O)c1cccc(Br)c1)c1ccc(N2CCC(Br)CC2)c([N+](=O)[O-])c1 (stereo not given)	-4

# (listing goes on)
SMILES,GC-B act,TDP2 absorb,SIAE inh,MBD2 DNA inh,HTRA1 inhibitor,PRMT1 inh,ABHD4 inh,TCR-CD3 inh,rCAG RNA binder,LEDGF integ inh
CCOC(=O)c1sc(=NC(=O)c2ccc(C)cc2)n(C)c1C,-4,3,0,0,2,-6,-10,-3,-2,4
CC12CN3CC(C)(CN(C1)C3c1ccc([N+](=O)[O-])o1)C2=O (stereo not given),0,3,-4,4,6,-1,7,4,8,5
Cc1nc2cc(F)ccc2n1C1CCN(C(=O)c2c(F)cccc2F)CC1,-13,-3,1,0,-11,-4,-1,-7,3,1
N#Cc1c(F)cccc1NCCCn1ccnc1,3,-3,7,-7,-3,-5,-1,7,1,5
Cc1ccc(-c2csc(NC(=S)NC(=O)c3cc4ccccc4o3)n2)cc1,4,-8,-8,-4,-2,0,-1,8,0,-1
CC(C)CC(COCc1ccc([N+](=O)[O-])cc1)N1CCN(C(=O)c2ccc(C(F)(F)F)cc2)CCC1=O (stereo not given),-1,0,1,-3,-8,4,0,6,-8,-2
O=c1[nH]c(=S)n2c(c1-c1ccccc1)OC(CBr)C2 (stereo not given),3,5,8,-3,-2,4,1,4,1,-1
CCCCn1c(N)c(N(CC)C(=O)CSCc2ccc(C)cc2)c(=O)[nH]c1=O,7,22,4,0,0,1,6,4,-2,3
CC1CC(C)CN(c2ncnc3c2cnn3-c2ccc(Cl)cc2)C1 (stereo not given),-3,0,-1,-2,6,5,-8,-8,2,1
N#Cc1ccc(OCC(=O)N2CCN(S(=O)(=O)c3cccs3)CC2)cc1,4,-8,2,-3,-1,0,1,5,2,-3
COc1cc(/C=C/C(=O)OCC(=O)NC(=O)NC(C)C)cc(S(=O)(=O)N2CCc3ccccc32)c1OC,1,9,3,-5,-24,-4,-38,4,4,3
O=C(C1CCC1)N1CCN(S(=O)(=O)c2cccc(F)c2)CC1,-1,1,12,-4,3,-1,-2,2,-2,0
Cc1oc(-c2ccccc2F)nc1CS(=O)CC(=O)NCc1ccc(F)cc1 (stereo not given),0,9,-4,-4,-1,-3,2,2,2,3
COc1ccc(-c2csc(NC(=S)NC(=O)c3ccccc3)n2)cc1Br,-4,-13,-3,5,.,1,-3,5,4,-4
COc1ccccc1NC(=O)Nc1ccnn1C1CCCCC1,-1,-2,-2,-3,-2,0,-6,8,-1,-1
COc1ccc2[nH]c3c(c2c1)CCN1C(=O)C(CC(=O)NC/C=C(\C)CCC=C(C)C)C[C@H](C(=O)N2CCOCC2)[C@@]31CCC1CCCC1 (stereo not given in full),2,-1,-4,-4,7,0,-1,3,4,-1
COc1ccccc1N1CCN(S(=O)(=O)c2ccc3c(c2)NC(=O)C(C)C(=O)N3)CC1 (stereo not given),6,-12,-4,3,2,7,-11,0,6,3
COc1ccc(NCc2cc3cc(OC)ccc3[nH]c2=O)cc1,.,1,5,-2,32,21*,19,-3,13,16*
O=C(CC1(O)C(=O)Nc2ccccc21)c1ccc(-n2cnnn2)cc1 (stereo not given),1,5,0,2,-4,0,-4,4,2,-4
COc1cc(/C=N/N2CCN(c3ccc(Cl)cc3)CC2)cc(OC)c1OC(C)=O,-1,-2,14,-1,-5,6,5,-8,-2,-3
Cc1ccc2nc(C)c(C(=O)O)cc2c1,7,0,-1,0,4,-3,-4,2,-4,7
CC(=O)Nc1ccc(-c2cc(-c3ccccc3)nc(-c3ccccc3)n2)cc1,-8,-2,-9,-1,-5,0,3,-2,-1,1
CSc1nc(O)c(C2OC(=O)c3ccccc32)c(=O)[nH]1 (stereo not given),3,2,-2,1,2,4,0,2,0,-1
CS(=O)(=O)N1CCCC(C(=O)N2CCOCC2)C1 (stereo not given),0,8,2,-1,0,3,-1,6,1,1
CC(=O)Nc1ccccc1N(CC(O)Cn1c2ccccc2c2ccccc21)S(=O)(=O)c1ccc(C)cc1 (stereo not given),-7,-15,-62,-2,-81,0,-47,5,4,1
CCOC(=O)N1CCN(C(=O)/C=C/c2ccc3c(c2)OCO3)CC1,0,10,0,-3,0,-1,-1,10,-5,0

# Screening results from PubChem.
